Menin MLL FP TR = inhibitors of human menin-MLL interaction, mutant MLL peptide | O00255 | Menin + Texas Red MLL mutant peptide, fluorescence polarization | Potency, µM (highest dose often 61.6 µM), without a hit: at the top dose FP activity change, negative = inhibition, most hits filed as inhibitors | 0.23% of 270,000 active; active = well fitted inhibition curve with a large enough effect in the polarisation, with a control signal flat, not every such curve was filed as active; inconclusive = small, poorly fitted or top-dose-only effect, or effect the other way, or a change in a side signal; inactive = no such curve, though single readings can be large or run the other way; the % refers to the polarisation; note: potency is the fitted concentration of half-maximal effect; % of control where 0% means no effect; many of its hits are not listed in these tables
GALK inhibitor = blocks human galactokinase activity. AID 1868. 0.007% of 270,000 active. Potency, µM (doses to about 57.5 µM), for inactives: top-dose activity change, negative = inhibition, actives largely listed as inhibitors. P51570. Purified GALK, Kinase-Glo residual ATP luminescence; note: potency is the fitted concentration of half-maximal effect; % is set by controls: 0 for no effect and ±100 for the full control effect
Target sequence (P51570 whole entry, looked up): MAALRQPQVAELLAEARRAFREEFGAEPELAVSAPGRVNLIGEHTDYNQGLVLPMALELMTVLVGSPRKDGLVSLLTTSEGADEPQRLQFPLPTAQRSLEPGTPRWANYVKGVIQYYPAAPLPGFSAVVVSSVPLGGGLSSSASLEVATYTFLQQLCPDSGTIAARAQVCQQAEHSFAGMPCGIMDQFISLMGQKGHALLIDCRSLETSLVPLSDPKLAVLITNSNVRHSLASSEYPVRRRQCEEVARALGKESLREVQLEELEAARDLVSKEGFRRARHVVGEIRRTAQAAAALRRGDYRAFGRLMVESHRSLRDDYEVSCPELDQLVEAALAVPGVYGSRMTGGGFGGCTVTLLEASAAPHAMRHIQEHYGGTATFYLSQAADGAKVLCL
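Compounds were pin-transferred into ATP buffer (35 uM final), then GALK plus galactose (5 nM, 100 uM final) was added. After 1 h at room temperature, Kinase-Glo Plus was added and luminescence read after 10 min.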
hERG WT inh = blocks the wildtype human KCNH2 potassium channel. Q12809. U2OS, BacMam KCNH2, thallium flux FluxOr; active compounds read low. activity change, % at 1.84 µM. 0.37% of 340,000 active. AID 720551;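 active = maximum activity change below -70%; inconclusive = maximum activity change between -70% and -50%; inactive = maximum activity change above -50%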; note: % is set by controls: 0 for no effect and ±100 for the full control effect
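U2OS cells transduced with wild-type KCNH2 virus are loaded with FluxOr dye for 45 min, and thallium flux is measured in kinetic reads before and after stimulation buffer. Rate constants are normalized to DMSO controls.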
Giardia kill = kills Giardia lamblia; activity change, % at 7.66 µM, hits read low; Giardia lamblia trophozoite viability; AID 540267; 0.15% of 340,000 active; in the data active = activity change below about -80%; inconclusive = between about -30% and that limit;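 note: parasites exposed to compound for two days anaerobically before the ATP read; % is set by controls: 0 for no effect and ±100 for the full control effect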
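Giardia trophozoites, 100 cells per well, were exposed to compounds for 48 hrs at 37 deg C under anaerobic conditions; viability was then read as ATP content by bioluminescence after 15-30 min at room temperature.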
FBPA coupling cs = coupling enzyme interference in Giardia aldolase counter-screen | activity change, negative = inhibition, % at 58.2 µM, hits read low | AID 2472 | 0.67% of 290,000 active | coupling enzyme system counterscreen, AmpLite Red fluorescence; in the data active = activity change below about -30%; note: % is set by controls: 0 for no effect and ±100 for the full control effect
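Fluorescence at 525 nm excitation and 598 nm emission measured inhibition of the coupled detection system without aldolase. Compounds (at 57.5 uM final) were preincubated 10 min at room temperature with coupling enzyme reagent before a 20 min substrate/AmpLite Red step.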
B2AR arrestin = beta2AR (human) beta-arrestin recruitment activity | Potency, µM (series often up to 46.1 µM), inactives show top-dose activation, most hits filed as activators | 0.02% of 330,000 active | beta-arrestin recruitment to beta2AR, cell-based reporter | P07550;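 note: potency is the fitted concentration of half-maximal effect; 0% = DMSO controls and full agonism = EC100 isoproterenol or metaproterenol; nearly all actives have a fitted effect of over 65% in size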
USP2a inh = USP2a (human) protease inhibition; O75604; USP2 core, Ub-CHOP2 coupled fluorogenic reporter, 485/531; Potency, µM (doses to about 38.3 µM), inactives show at the highest dose activity change, negative = inhibition, most hits filed as inhibitors; 0.01% of 330,000 active; AID 463254;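 note: potency is the fitted concentration of half-maximal effect; plate controls were DMSO wells for no effect and full inhibition by NEM control for full effect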
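Cell-free coupled assay: 10nM USP2 core preincubated 30min RT with compound in Tris-HCl pH 8.0/CaCl2/CHAPS buffer, then 25nM Ub-CHOP2 and 25nM reporter substrate; fluorescence (Ex 485/Em 531) read after 60min RT, normalized to NEM inhibition, concentration-response curves fitted.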
KCNH2 3.1 inh = blocks the human KCNH2 3.1 channel isoform; activity change, % (tested at about 1.8 µM); U2OS KCNH2 3.1, thallium flux FluxOr; active compounds read low; 0.95% of 340,000 active; AID 720553;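 active = maximum activity change below -70%; inconclusive = maximum activity change from -70% to -50%; inactive = maximum activity change above -50%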;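 note: thallium influx rate constant from kinetic fluorescence after stimulation buffer; % is set by controls: 0 for no effect and ±100 for the full control effect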
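Steps: virus added to U2OS suspension (4 h, RT, dark); medium with 10% FBS added, cells plated, 37 C overnight; FluxOr/Red40 loading buffer 45 min RT; stimulation buffer, 2 min kinetic read; rate constant normalized.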
TRPV1 agonist = activates the human vanilloid receptor TRPV1. activation, % at 8.33 µM. 0.19% of 320,000 active. TRPV1-expressing cells, Fluo-8 calcium influx, agonist mode. Q8NER1; in the data active = activation above about 80%; inconclusive = between about 30% and that limit; note: 0% is about no effect
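Fluo-8 calcium influx in TRPV1-expressing cells, kinetic read (ex 480/em 520 nm). Compound added and read 3 min for agonist activity, followed by capsaicin at EC20 final and 2 min further read for enhancement.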
CXXC DNA block = inhibitors of human MLL CXXC domain-DNA interaction | 0.037% of 290,000 active | Potency, µM (titrated, usually from 115 µM), inactives show top-dose activity change, negative = inhibition, actives largely listed as inhibitors | Q03164 | MLL-CXXC / FITC-HOXA9 DNA fluorescence polarization | AID 2662; active = well fitted inhibition curve with a large enough effect in the polarisation, with a control signal flat, not every such curve was filed as active; inconclusive = small, poorly fitted or top-dose-only effect, or effect the other way, or a change in a side signal; inactive = no such curve, though single readings can be large or run the other way; the % refers to the polarisation; note: potency is the fitted concentration of half-maximal effect
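Purified MLL-CXXC (added from a 7 uM solution) was preincubated 5 min at ambient with pinned compounds in 50 mM Tris-HCl pH 7.5, 50 mM NaCl, 1 mM DTT, 0.05% BSA. Fluorescein-labeled HOX-A9 DNA (50 nM solution) followed, 30 min, then polarization read.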
PKM2 act = PKM2 (human) enzyme activation; P14618; purified PKM2, Kinase-Glo ATP luminescence, activation; response scale: 0% is enzyme alone, no compound; Potency, µM (titrated, usually from 57.5 µM), for inactives: top-dose activation, usual class: activators; 0.34% of 260,000 active; AID 1631; note: potency is the fitted concentration of half-maximal effect; % is set by controls: 0 for no effect and ±100 for the full control effect; nearly all actives have a fitted effect of over 55% in size
Target sequence (P14618 whole entry, looked up): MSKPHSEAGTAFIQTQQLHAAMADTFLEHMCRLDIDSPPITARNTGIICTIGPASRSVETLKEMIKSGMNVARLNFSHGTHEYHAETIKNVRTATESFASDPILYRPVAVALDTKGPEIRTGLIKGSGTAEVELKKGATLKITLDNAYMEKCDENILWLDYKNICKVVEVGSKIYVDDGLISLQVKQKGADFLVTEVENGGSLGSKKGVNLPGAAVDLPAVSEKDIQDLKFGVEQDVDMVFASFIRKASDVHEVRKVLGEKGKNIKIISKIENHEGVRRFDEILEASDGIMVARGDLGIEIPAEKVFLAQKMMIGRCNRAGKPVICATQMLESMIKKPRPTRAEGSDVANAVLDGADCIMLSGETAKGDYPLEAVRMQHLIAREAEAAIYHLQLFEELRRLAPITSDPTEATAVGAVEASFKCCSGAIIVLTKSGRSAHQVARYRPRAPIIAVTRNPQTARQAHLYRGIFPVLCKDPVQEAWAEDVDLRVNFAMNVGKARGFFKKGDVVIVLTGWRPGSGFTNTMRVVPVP
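Purified hPK-M2 (>95%) run at intermediate activity with 0.1 mM ADP and 0.5 mM PEP in 50 mM imidazole pH 7.2, KCl, MgCl2; 1 h room temperature. ATP formed read by Kinase-Glo luminescence; normalized to uninhibited and no-enzyme controls.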
* = called active by the depositor; ? = inconclusive; . = no result given; & = joins results of further samples; [ ] = dose if it differs, or a comment. Unless noted, calls come from the whole dose curve; as a rule, active = well fitted curve in the direction sought with a large enough effect; inconclusive = small, poorly fitted or top-dose-only effect, or another doubt; inactive = no such curve, though single readings can be large; an effect the other way counts as inactive or inconclusive. A portion of the library (hit frequency here may not be typical).

SMILES	Menin MLL FP TR	GALK inhibitor	hERG WT inh	Giardia kill	FBPA coupling cs	B2AR arrestin	USP2a inh	KCNH2 3.1 inh	TRPV1 agonist	CXXC DNA block	PKM2 act
COc1ccc(NC(=O)c2nn(C)c3c2CS(=O)(=O)c2ccccc2-3)cc1	-9%	0%	2	1	-2	0.3%	3%	-11	1	3%	-11%[0.46 µM]
COc1ccc(N/C=C/C(=O)C(F)(F)F)cc1	1%	1%	5	?	-4	?	-2%	8	1	-1%	3%
O=Cc1cccc(OC(=O)/C=C/c2ccco2)c1	?	-3%	1	30	1	-0.2%	-25%	5	-5	47%[activator]	7%
O=C(COC(=O)c1cc(-c2cccc3ccccc23)nc2ccccc12)NC1CCS(=O)(=O)C1 (stereo unspecified)	?	1%	-3	-9	-5	2.8%	-8%	13	22	-5%	12%
CCOC(=O)COc1cc2oc(=O)cc(C)c2cc1[N+](=O)[O-]	-16%	2%	9	-21	2	-0.7%	2%	-1	1	-3%	2%
Cc1cc(C)nc(SCc2nnc(SCC(N)=O)n2Cc2ccco2)n1	13%	1%	-8	-3	.	0.5%	-1%	-3	-1	1%	1%
O=C(COC(=O)/C=C/c1cnc2ccccc2n1)NCC(F)(F)F	.	-2%	8	-1	-1	0.1%	1%	.	-1	3%	-11%
CCc1cccc(CC)c1NC(=O)c1cccc(NC(=O)c2ccccc2)c1	9%	4%	-8	7	7	0.3%	-2%	4	30	7%	7%
Cc1cccc2sc(N(CCCN(C)C)C(=O)COc3ccc(Cl)cc3)nc12	?	1%	-7	-2	1	0.3%	7%	?	13	17%	0%
Cc1cc(NC(=O)c2cc(F)c(F)cc2Cl)no1	7%	.	0	11	-1	-0.5%	2%	-3	1	11%	2%
C=CCNC(=S)NNC(=O)c1csc(C)c1C	-9%	0%	-4	6	-2	-0.3%	1%	-1	22	8%	-23%
Fc1ccc2c(c1)/C(=N/Nc1ccccn1)CCS2	?	11%	.	6	-1	0.2%	4%	.	14	-11%	4%
CN(C)CCNC(=O)C(=O)NCC(c1ccc2c(c1)OCO2)N1CCN(c2ccc(F)cc2)CC1 (stereo unspecified)	-13%	6%	4	21	1	0.3%	1%	27	-2	12%	-3%
CC1CC(C)(C)CC2(C1)NC(=O)N(CC(=O)N1CCN(Cc3ccc(C#N)cc3)CC1)C2=O (stereo unspecified)	.	.	-1	-12	.	-0.1%	0%	5	2	.	.
CCOC(=O)CCC(NC(=O)CCCCC(=O)NC(CCC(=O)OCC)C(=O)OCC)C(=O)OCC (stereo unspecified)	-5%	0%	-5	-11	0	-1.0%	5%	2	-2	?	2%
CN(C)NC(=O)c1cccc(Cl)c1	.	-2%	-9	-3	-3	0.1%	3%	-2	6	5%	3%
Cc1ccc(S(=O)(=O)N(C)C)cc1NC(=O)CN1CCCC1	.	2%	6	8	-2	-0.2%	1%	-7	1	2%	.
O=C(O)/C=C\c1ccccc1Oc1ccc(F)cc1	-22%	-2%	13	32[activator]	4	-0.3%	1%	-29	-3	-1%	-3%
Cc1noc(C)c1COc1ccc(C(=O)NNC(=O)c2ccccc2F)cc1	.	.	41	-10	.	0.4%	1%	-8	3	.	.
CCN(Cc1ccccc1)c1ccc(/C=N/NS(=O)(=O)c2ccc(C)c([N+](=O)[O-])c2)cc1	?	-2%	-7	-5	1	-0.7%	1%	2	8	-1%	-5%
COC(=O)c1cc(N=C(N)N=C(N)N)cc(C(=O)OC)c1	.	1%	-14	?	2	-0.3%	3%	16	2	15%	1%
O=C(c1ccco1)N1CCN(S(=O)(=O)c2ccc3c(c2)CCN3C(=O)C2CC2)CC1	-4%	1%	8	0	4	-0.1%	-1%	-3	-5	-14%	-8%
C[C@@H]1CN([C@@H](C)CO)C(=O)Cc2cc(NS(=O)(=O)c3cn(C)cn3)ccc2O[C@@H]1CN(C)C(=O)Nc1ccccc1	.	.	-4	9	.	0.0%	3%	-7	.	.	.
O=C(Nc1ccncc1)c1ccc(Cl)c(Cl)c1	36%[activator]	6%	-8	17	4	-0.4%	1%	24	?	0%	-11%[11.5 µM]
O=C(CSc1nnc(Cc2cc(=O)[nH]c(=O)[nH]2)n1-c1ccccc1)N1CCCC1	20%	0%	-13	-3	5	0.4%	-1%	-3	-1	-10%	1%
CC(=O)Nc1ccc(S(=O)(=O)N(C)CC(=O)N2CCN(C(=O)c3ccco3)CC2)cc1	.	.	4	-16	.	-0.4%	0%	8	.	.	.
Cc1nn(CCCC(=O)NCCc2ccc(Cl)cc2)c(=O)c2nn(-c3ccccc3)c(C)c12	.	2%	-6	3	.	0.4%	-1%	-2	1	4%	.
CCn1cc(C(=O)O)c(=O)c2cnc(N3CCN(C(=S)Nc4ccccc4Cl)CC3)nc21	.	11%	4	12	-1	-0.8%	6%	1	0	5%	0%
COc1cc(C(=O)OCC(=O)c2c[nH]c3ccccc23)ccc1OCC(=O)N1CCOCC1	3%	5%	11	1	4	0.4%	0%	-5	0	26%	2%
OC(CNCCc1ccc(Cl)cc1Cl)COc1ccccc1 (stereo unspecified)	?	.	14	12	0	-0.1%	0%	-15	2	?	.
Cc1ccc(C(=O)NCCCN2CCOCC2)c(C)c1	-16%	8%	-2	-4	1	-1.4%	6%	-15	-2	7%	3%[11.5 µM]
O=c1c2cccc(Cl)c2nc2n1Cc1ccccc1-2	.	2%	-11	-9	2	0.1%	-1%	-26	-7	-5%	-18%
O=C(Nc1nnc(SCc2ccccc2)s1)c1cc2c(s1)CCCC2	?	-2%	-6	-26	3	-0.2%	0%	11	?	10%	3%
COc1cc(O)c(C(CC(=O)N2CCCC2)c2ccc3c(c2)OCO3)c(OC)c1 (stereo unspecified)	-9%	0%	.	10&23	-2&1	0.1%	0%	.	7	-4%	-3%
CCN(C(=O)CSc1nnc2ccccn12)c1c(N)n(Cc2ccccc2)c(=O)[nH]c1=O	14%	-1%	-4	9	0	-0.5%	5%	0	-4	3%	-13%
Cc1cc(Cl)ccc1OCC(=O)NCC(c1cccs1)N1CCOCC1 (stereo unspecified)	.	.	0	-14	.	-0.3%	0%	-4	8	.	.
O=C(O)c1cn(Cc2cccnc2)c(=O)c2ccccc12	7%	14%	.	.	0	-0.1%	3%	.	-1	7%	2%
Cc1c(Br)c([N+](=O)[O-])nn1CCCC(=O)Nc1sc2c(c1C(N)=O)CCC(C)C2 (stereo unspecified)	7%	0%	-3	-3	1	-0.8%	2%	-7	-1	13%	-5%
O=[N+]([O-])c1ccc(N2CCCCCC2)c(S(=O)(=O)N2CCCCC2)c1	-9%	0%	-1	-15	3	-0.2%	3%	-5	11	0%	2%
CCOc1ccccc1OCC(=O)O	-4%	3%	-10	36[activator]	-6	?	4%	7	-3	-6%	-10%
O=S(=O)(/N=C(/NS(=O)(=O)c1ccccc1)c1ccccc1)c1ccccc1	12%	0%	5	7	6	-1.0%	0%	-7	-2	-5%	0%
COc1ccc(-c2cc(C(=O)N3CCN(c4cccc(C)c4C)CC3)c3ccccc3n2)cc1OC	.	.	-15	4	.	-0.2%	4%	-13	1	.	.
N[C@H]1C(O)O[C@H](CO)[C@@H](O)[C@@H]1O (stereo partly specified)	.	.	-30	-16	.	-0.2%	3%	0	-3	.	.
COCc1cc(C)nc(SCc2ccccc2Cl)c1C#N	46%[activator]	-2%	2	-13	3	0.7%	3%	8	29	6%	.
CCOC(=O)c1cnn2c(C(F)F)cc(C3CC3)nc12	7%	0%	15	-10	2	0.2%	1%	5	-1	-1%	-7%
NC(=O)C1CCCN(C(=O)CN2C(=O)NC(c3ccccc3)(c3ccccc3)C2=O)C1 (stereo unspecified)	.	.	-12	7	.	-0.5%	1%	-3	-4	.	.
Nc1cc(Cl)ccc1Oc1ccc(Cl)cc1	?	0%	57	-2	.	-0.5%	-1%	-5	-2	-4%	3%
CCOC(=O)C1C(=O)NC(c2ccccc2)=NC1c1ccc(Cl)cc1 (stereo unspecified)	0%	1%	13	0	8	0.3%	-2%	1	3	1%	-2%
Cc1ccc(-c2nn(CCC(N)=O)c(=O)c3ccccc23)cc1	-17%	2%	24	-7	0	-0.5%	3%	2	-1	-16%	.
C/C(=N\NC(=O)c1ccn(C)n1)c1cccc(NC(=O)c2ccc(C)s2)c1	12%	.	-30	26	2	-0.1%	3%	7	1	0%	2%
O=C(O)CCc1ccc(-c2ccc(Cl)cc2)o1	-1%	-1%	12	7	11	14%	0%	15	1	-12%	?
CC(C)(C)c1nc2ccccc2c2nnc(SCC(=O)Nc3nc4ccccc4s3)n12	0%	5%	8	-4	0	-0.3%	5%	-11	-1	15%	-1%
CCCCNC(=S)NCc1ccc2[nH]c(C)cc2c1	6%	.	-4	15	-5	0.1%	0%	6	17	-17%	-1%
